Screening results (PubChem)
PglD DTNB: C. jejuni PglD acetyltransferase inhibitors, primary screen, biochemical, DTNB colorimetric, single point. purified PglD enzyme, DTNB colorimetric CoA detection. inhibition, % at 12.5 µM. 360,000 compounds, 0.098% hits. UDP-N-acetylbacillosamine N-acetyltransferase PglD (Campylobacter jejuni); in the data active means inhibition above about 16%, passing the limit was not always enough; further: strong numbers were not always called active
PGC1a acetyl inh: inhibitors of PGC1a acetylation signal, primary screen, cell-based, U2OS, AlphaScreen, inhibitor mode | AlphaScreen anti-acetyl-lysine; with virally co-expressed GCN5 acetyltransferase | inhibition, % at 15.6 µM | 350,000 compounds, 0.17% hits;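 active means every replicate shows inhibition of at least 40%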;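 further: 0% = neutral control wells and 100% = positive control wells; some results beyond the cut were filed as inactive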
FN deposit inh: inhibitors of fibronectin matrix deposition, primary screen, AH1F cells, Alexa488-fibronectin fluorescence, plate reader; 350,000 compounds, 0.086% hits; inhibition, % at 12.6 µM; AH1F fibroblasts, overnight;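 active means mean inhibition across replicates of 30% or more, regardless of how many single replicates reach that level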;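 further: positive control wells lacked labelled fibronectin entirely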
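Assay system: AH1F fibroblasts assembling fluorescent fibronectin matrix; Amount: 10000 AH1F cells per well; Buffer or medium: DMEM, 2% serum; Probe or stimulus: Alexa488-fibronectin, 24 nM final in well; Doses: single compound dose, delivered by pin transfer; Incubation: 1 h adhesion, overnight exposure; Measured by: fluorescence 485/525 nm; Read-out: fibronectin deposition inhibition.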
LGR2 antag: inhibitors of bursicon-induced LGR2 CRE-luciferase signal, primary screen, cell-based, HEK293, CRE-luciferase reporter, bursicon stimulation; bursicon-stimulated, 4 h; 380,000 compounds, 0.35% hits; inhibition, % at 9.99 µM; Drosophila bursicon receptor LGR2 (rickets);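 active means drop in luminescence signal, shown as inhibition above about 50% in the replicate tests, limit read from the data, passing the limit was not always enough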;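 further: agonist challenge used bursicon conditioned medium at about half maximal strength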
PAX8 reporter: inhibitors of PAX8-driven TPO luciferase reporter, primary screen, RMG-I cells, single concentration; SteadyGlo, 24 h; inhibition, % at 12.6 µM; 360,000 compounds, 1.2% hits; AID 652154, 2013;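 active means mean replicate inhibition at least 60% with every replicate also reaching 60%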;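 further: luciferase light reporting Pax8 driven TPO promoter activity; plate controls were median of neutral control wells for no effect and mitoxantrone controls for full effect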
S100A4 inh HTS: inhibitors of S100A4-myosin IIA peptide binding, primary screen, biochemical, fluorescence polarization, TAMRA-MyoIIA peptide | Protein S100-A4 (Homo sapiens), P26447 | inhibition, % at 10.7 µM | 360,000 compounds, 0.14% hits | AID 652163, 2013;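 active means mean inhibition of at least 70% across replicates, with every replicate also reaching that level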
Target sequence (P26447 whole entry, looked up): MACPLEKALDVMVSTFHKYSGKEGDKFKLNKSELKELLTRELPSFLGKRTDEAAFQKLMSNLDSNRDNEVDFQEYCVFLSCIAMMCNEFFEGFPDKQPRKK
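Test system – S100A4 monomer (human) · Compound – single-point compound testing · Schedule – 5 min incubation before reading · Probe or stimulus – TAMRA-labelled myosin IIA heavy-chain peptide probe, 5 nM · Benchmarks – neutral control DMSO, positive control TFP · Medium – Calcium-containing HEPES buffer, pH 7.2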
EWS-Fli block: EWS/Fli-driven NR0B1 reporter inhibitors, primary screen, A673 cells, NR0B1 luciferase, luminescence, MLPCN library; viability-normalised; inhibition, % at 12.6 µM; 350,000 compounds, 0.67% hits;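 active means mean inhibition of at least 50% after viability correction, with every replicate also passing that limit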;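 further: firefly luciferase signal divided by Alamar Blue viability fluorescence both relative to DMSO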
ERAP1 inh: human ERAP1 aminopeptidase inhibitors, primary screen, biochemical, single point, plate reader. inhibition, % at 10.7 µM. AID 652197, 2013. recombinant ERAP1, Leu-AMC fluorescence, 60 min. Endoplasmic reticulum aminopeptidase 1 (Homo sapiens), Q9NZ08. 340,000 compounds, 0.15% hits;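 active means mean replicate inhibition of at least 30%, or all replicates individually reaching that 30% level; inactive means mean below 30% and not every replicate reaching it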;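 further: 0% = neutral control wells and 100% = L-leucinethiol positive control wells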
Target sequence (Q9NZ08 whole entry, looked up): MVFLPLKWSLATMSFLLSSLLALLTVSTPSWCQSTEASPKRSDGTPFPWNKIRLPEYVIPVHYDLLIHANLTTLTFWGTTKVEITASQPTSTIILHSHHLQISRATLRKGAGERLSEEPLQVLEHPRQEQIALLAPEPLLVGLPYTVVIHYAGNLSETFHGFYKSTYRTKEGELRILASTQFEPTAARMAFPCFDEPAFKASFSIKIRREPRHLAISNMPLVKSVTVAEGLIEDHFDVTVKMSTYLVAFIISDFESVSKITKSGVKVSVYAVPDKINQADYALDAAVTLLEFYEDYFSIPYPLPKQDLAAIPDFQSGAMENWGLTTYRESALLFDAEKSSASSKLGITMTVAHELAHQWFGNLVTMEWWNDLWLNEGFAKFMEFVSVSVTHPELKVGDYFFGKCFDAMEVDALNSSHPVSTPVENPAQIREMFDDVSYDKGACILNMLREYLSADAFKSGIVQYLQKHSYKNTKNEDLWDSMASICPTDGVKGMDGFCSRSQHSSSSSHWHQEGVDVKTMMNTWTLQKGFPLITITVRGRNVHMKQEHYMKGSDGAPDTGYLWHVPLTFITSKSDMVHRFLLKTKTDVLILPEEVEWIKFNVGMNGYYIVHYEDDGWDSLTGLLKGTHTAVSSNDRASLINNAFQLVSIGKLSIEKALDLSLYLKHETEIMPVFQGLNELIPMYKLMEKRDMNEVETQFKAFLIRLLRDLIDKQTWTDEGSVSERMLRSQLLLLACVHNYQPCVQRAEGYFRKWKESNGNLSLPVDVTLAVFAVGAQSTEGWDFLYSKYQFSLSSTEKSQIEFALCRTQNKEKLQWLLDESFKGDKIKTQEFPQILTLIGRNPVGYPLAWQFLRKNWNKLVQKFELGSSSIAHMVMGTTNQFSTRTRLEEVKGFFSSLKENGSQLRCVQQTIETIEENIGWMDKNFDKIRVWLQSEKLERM
The depositor's hits bear a star; nt = no result given.

SMILES	PglD DTNB	PGC1a acetyl inh	FN deposit inh	LGR2 antag	PAX8 reporter	S100A4 inh HTS	EWS-Fli block	ERAP1 inh
CCOC(=O)C1=C(COC(=O)CNC(=O)c2ccccc2F)NC(=O)NC1C (centres undefined)	nt	nt	5	-8	nt	15	-1	2
COc1ccc2c(c1)nc(SCC(=O)C(C)(C)C)n2C	2	-5	-12	-2	nt	nt	nt	nt
C/C=C/c1ccc([C@@H]2[C@H](CO)N(C(C)=O)[C@H]2CNC(=O)c2ccncc2)cc1	-1	10	-12	2	-4	-3	-11	0
COc1ccc(/C=C/c2nnc(NC(=O)CSc3ccc(C)cc3)s2)cc1	1	8	4	-25	-33	21	0	5
CCC(=O)Nc1ccc2c(c1)C(=O)N(C)C[C@@H](OC)[C@H](C)CN(CC1CCCCC1)[C@@H](C)CO2	3	-18	10	-1	nt	-9	-6	-4
CO[C@@H]1CC[C@@H]2CCOc3ccc(C#N)cc3C(=O)N(C)C[C@@H](OC)[C@H](C)C(=O)N(C)C[C@@H]1O2	-4	nt	2	8	5	0	-1	-4
COc1cc(C(=O)NCCC(=O)NCc2c(F)cc(F)cc2F)cc(OC)c1OC	-3	-3	-28	11	8	6	nt	-2
CC(C)(C)C(=O)NCc1ccc(C(=O)CN2C(=O)NC3(CCCC3)C2=O)s1	5	nt	-8	14	4	-5	-1	-1
O=C(NCCc1nnc2ccc(SCC(=O)N3CCCC3)nn12)c1ccc(F)cc1	1	nt	2	3	12	-2	6	1
C=C(C)Cn1c(C(C)NC(=O)CCC)nc2ccccc21 (centres undefined)	8	6	-5	nt	-8	nt	nt	nt
CC(=O)N1[C@H](C(=O)Nc2ccccc2)[C@@H](CO)[C@@H]2Cn3c(ccc(C4=CCCCC4)c3=O)[C@@H]21	-1	nt	nt	-13	nt	-1	19	-1
COc1ccc(N2C(=O)C3C(C2=O)C(C(=O)c2ccc(Cl)cc2)N2CCCC32)cc1 (centres undefined)	nt	5	-6	nt	24	-7	3	-1
CN(C)CCOC(=O)C12CC3CC(C1)CC(C(=O)OCCN(C)C)(C3)C2	nt	nt	5	3	-8	-3	-1	nt
Cc1coc(C)c1C(=O)CC1(O)C(=O)N(C)c2ccc(Cl)cc21 (centres undefined)	nt	nt	5	-5	11	-6	4	10
O=C(Nc1ccccc1Cl)c1cc(C2CCCCN2C(=O)CCc2ccccc2)on1 (centres undefined)	0	-12	-5	-4	3	1	4	-2
Cc1ccccc1NS(=O)(=O)c1ccc(C(=O)NCc2ccccc2CN2CCCC2)cc1	2	10	14	13	10	3	-2	2
COC(=O)c1ccc2nc(-c3ccc(F)cc3)c(Cc3ccccc3)n2c1	-5	-7	1	-2	-27	-1	-1	-2
CN1C(=O)c2cc(NC(=O)Cc3cccs3)ccc2OC[C@H]2O[C@@H](CC(=O)NCCc3ccncc3)CC[C@H]21	-1	nt	-7	-2	-8	-6	2	-4
O=C(O)c1cc(N/N=C/c2ccc(OCc3ccccc3)cc2)ccc1Cl	nt	-3	4	-11	-143	-1	-70	5
CCOC(=O)c1cnc2ccc(OC)cc2c1NCc1ccccc1	1	0	3	10	-17	4	-1	4
C[C@@H]1CCCCO[C@@H](CN(C)Cc2ccncc2)[C@@H](C)CN([C@H](C)CO)C(=O)c2cc(NC(=O)C3CCCCC3)ccc2O1	0	1	nt	8	-7	4	0	2
CCCn1c(COc2ccccc2)nc2ccccc21	-1	-12	4	10	-11	0	0	-2
CCCN1[C@H](C(=O)OC)[C@@H](CO)[C@@H]2Cn3c(ccc(-c4ccc(F)cc4)c3=O)[C@@H]21	-3	nt	nt	12	11	-2	6	-2
CCC(=O)Nc1ccc2c(c1)C(=O)N(C)C[C@@H](OC)[C@H](C)CN(Cc1ccncc1)[C@H](C)CO2	-3	14	-7	1	-7	8	-2	nt
COc1cc(/C=C(/C#N)C(=O)Nc2ccccc2)c(Br)cc1OCc1ccc(C(=O)O)cc1	1	-4	2	-3	-20	6	-9	19
CC(C)(C)OC(=O)N1Cc2ccccc2C[C@H]1C(=O)NCC(=O)NCC1CCCO1 (some centres undefined)	7	-2	0	10	-3	0	nt	2
CC=Cc1ccc2n(c1=O)C[C@H]1[C@H](CO)[C@@H](C(=O)N[C@H](C)c3ccccc3)[C@@H]2N1CC1CC1 (mixture of isomers)	2	nt	nt	3	7	-8	-1	0
COCCNC(=O)c1cc(-c2ccccc2)n(CC2CC(c3ccc(OC)cc3)=NO2)n1 (centres undefined)	2	7	5	8	14	3	0	nt
CCNc1nc(NCC)n2c(SCC(=O)c3ccc(C(C)C)cc3)nnc2n1	nt	nt	29	-13	5	-1	19	4
CCCCn1nnnc1C(c1cc2ccccc2o1)N1CCN(CC(=O)N2CCCC2)CC1 (centres undefined)	nt	nt	-4	2	7	7	0	9
Cc1ccc(S(=O)(=O)N2CC3C(=O)C[C@@H](c4ccccc4)N(S(=O)(=O)c4ccc(CCCOCCOCCNC(=O)OC(C)(C)C)cc4)C3CC2c2ccccc2)cc1 (some centres undefined)	nt	nt	5	-2	-5	0	2	-1
c1ccc2c(-c3nn4nnnc4c4ccccc34)cccc2c1	-4	-71	-4	nt	8	nt	nt	nt
O=C(N/N=C/c1cccn1-c1ccc([N+](=O)[O-])cc1)C(O)c1ccccc1 (centres undefined)	2	2	nt	8	nt	3	6	-2
O=C(O)C1CCCN1C(=O)Nc1ccc(Cl)cc1 (centres undefined)	nt	nt	6	-5	9	8	-5	1
Cc1nnsc1C(=O)NC1CCCc2c1cnn2-c1ccc(C(C)(C)C)cc1 (centres undefined)	7	8	-2	4	48	-2	19	2
Cc1nnc(N/N=C/c2cccs2)[nH]c1=O	nt	-1	7	8	-18	0	4	nt
CC(C)(C)C(=O)CN1C2=NCCN2c2ccccc21	nt	nt	-2	27	-10	-6	1	-2
COc1cc(/C=N/NC(=O)c2cc(O)cc(O)c2)ccc1OC(=O)c1ccccc1	5	nt	0	1	-11	-3	nt	-3
Brc1cccc(OCCCNC2CCCC2)c1	3	nt	-1	-5	7	0	5	-4
CCn1c(O)c(N=Nc2ccc(Cl)c(C(=O)O)c2)c2ccccc21	-11	-4	2	7	-7	3	4	19
Cc1ccc2nc(-c3ccccc3)c(Cc3ccccc3C(F)(F)F)n2c1	-1	2	-12	-14	-222	-5	-69	0
CC1(C)Cc2c(C#N)c(NCCO)nc(-c3ccco3)c2CO1	5	-2	-7	0	24	-4	-5	nt
COc1cccc(-c2cccc(NC(=O)C3CCN(Cc4ccc(C)o4)CC3)c2)c1	2	-2	-8	-7	3	1	nt	-3
CCOC(=O)C1=C(C)N(CCCC(=O)O)C(=O)NC1c1cccs1 (centres undefined)	1	nt	-12	-7	10	-4	9	-2
O=C(C[C@@H]1C[C@@H]2c3cc(NC(=O)CC4CC4)ccc3O[C@@H]2[C@H](CO)O1)NCc1cccnc1	0	2	6	-9	nt	4	-2	-1
O=C(Oc1ccc(Cl)c(Cl)c1)C1=CC=CN2CCS(=O)(=O)N=C12	5	-1	-4	3	11	-6	5	0
C[C@H]1CN([C@@H](C)CO)C(=O)c2cc(NS(=O)(=O)c3ccc(F)cc3)ccc2O[C@H]1CN(C)C(=O)Nc1ccccc1	6	-13	-4	-7	nt	-4	5	-4
COC(=O)C1=C(C)N(Cc2cccc(C(F)(F)F)c2)C(=NCc2ccc(OC)cc2)NC1c1cccc(Cl)c1 (centres undefined)	nt	nt	3	59*	37	-2	46	-2
COc1c(S(=O)(=O)n2nc(C)cc2C)ccc(Cl)c1Cl	-2	1	3	nt	18	nt	nt	nt
COc1ccccc1NC(=O)N1C[C@@H](O)COC[C@H]2O[C@H](CC(=O)NCCc3ccccc3)CC[C@@H]21	0	-3	-6	11	-1	4	0	-1

Only PglD DTNB, for some of the entries so far:
compound | PglD DTNB
CC1(C)Cc2c(C#N)c(NCCO)nc(-c3ccco3)c2CO1 | 5
COc1cccc(-c2cccc(NC(=O)C3CCN(Cc4ccc(C)o4)CC3)c2)c1 | 2

Returning to the listing; the two compounds before the break are reprinted first.
SMILES	PglD DTNB	PGC1a acetyl inh	FN deposit inh	LGR2 antag	PAX8 reporter	S100A4 inh HTS	EWS-Fli block	ERAP1 inh
COc1c(S(=O)(=O)n2nc(C)cc2C)ccc(Cl)c1Cl	-2	1	3	nt	18	nt	nt	nt
COc1ccccc1NC(=O)N1C[C@@H](O)COC[C@H]2O[C@H](CC(=O)NCCc3ccccc3)CC[C@@H]21	0	-3	-6	11	-1	4	0	-1
CC(C)NC(=O)N(C)C[C@@H]1Oc2ncc(C#CCc3ccccc3)cc2C(=O)N([C@@H](C)CO)C[C@@H]1C	-1	nt	-4	-30	nt	0	-10	8
O=C(NC(=S)NNS(=O)(=O)c1ccc(Cl)cc1)c1cccnc1	nt	11	2	12	10	1	-5	12
CCCC#Cc1ccc([C@H]2[C@H](CO)N3CCCCN(C(=O)c4ccc5c(c4)OCO5)C[C@@H]23)cc1	-1	-3	nt	-1	-6	8	2	-2
CO[C@@H](CN(C)S(=O)(=O)c1ccc(F)cc1)[C@@H](C)CN(Cc1ccccc1Cl)[C@@H](C)CO	-5	-3	-4	13	nt	3	8	0
CCCCCCCCCCCCCCC(O)C[N+](C)(CCO)CCO (centres undefined)	nt	-4	2	4	nt	-13	10	64*
CCOC(=O)c1cc2c(c(CCO)n1)[C@H](CCO)N(S(=O)(=O)C(C)(C)C)C2	-1	-7	0	-4	-6	-3	1	-3
COc1cc(CC(NC(C)=O)C(=O)NC2CCN(C(=O)c3ccc(C)cc3)CC2)cc(OC)c1 (centres undefined)	-3	nt	-1	1	7	7	-7	-8
Cn1ncc(Cl)c1C(=O)NNC(=O)Nc1cccc2ccccc12	3	nt	19	4	9	-3	nt	1
COc1ccc(CN(C)C(=O)CNC(=O)c2ccc(C)cc2)cc1	-5	4	8	-6	12	-7	6	2
CC1CC/C(=N/Nc2ccccc2)C(=O)N1 (centres undefined)	nt	nt	-5	-18	-74	5	-38	1
NC(=O)[C@H]1CC2(CC(c3cccc(NC(=O)CC(c4ccccc4)c4ccccc4)c3)=NO2)CN1C(=O)C(c1ccccc1)c1ccccc1 (some centres undefined)	3	nt	18	-3	69*	-3	4	nt
CC(OC(=O)CN1C(=O)NC2(CCCCC2C)C1=O)c1ccccc1 (centres undefined)	-2	4	1	7	1	3	-5	2
Cc1ccc(/C=N/n2cnc3sc4c(c3c2=O)CCCC4)o1	1	2	-5	11	nt	nt	nt	nt
CCOc1ccc(C(=O)NCC(=O)NCC(c2cccs2)N2CCOCC2)cc1 (centres undefined)	0	nt	-1	-20	0	-14	-4	0
COCCN(C(=O)CCC(=O)Nc1ccccn1)C(C(=O)NCCC(C)C)c1ccc(F)cc1 (centres undefined)	4	10	-4	-2	22	-1	-17	1
O=C(c1cnn2c(C(F)(F)F)cc(-c3cccs3)nc12)N1CCOCC1	-3	-4	nt	-2	8	-1	-1	5
